High-throughput results from PubChem BioAssay.
TMEM16A inh: TMEM16A chloride channel inhibitors, primary screen, cell-based, HTS; Anoctamin-1 (Mus musculus), Q8BHY3; HEK293 TMEM16A/YFP iodide influx fluorescence, ionomycin; normalized B-score (activity score, 25-100; higher = stronger inhibition) at 10 µM; hit rate 1.2% among 310,000;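 active = ratio plate-corrected score three or more library SD toward inhibition, starting fluorescence score within five deviations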;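 also: score derived from kinetic fluorescence span divided by baseline fluorescence per well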
RGS4 block: RGS4 inhibitors, primary screen, cell-based, HEK293 M3R inducible RGS4, calcium flux | Regulator of G-protein signaling 4 (Homo sapiens), P49798 | Fluo-4 calcium flux; active compounds read high; triggered by carbachol at its EC20 | B-score at 10 µM | hit rate 0.45% among 310,000 | AID 463165, 2010;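 active = B-score, a plate-corrected calcium signal, over three deviations above library mean, with baseline fluorescence within five deviations of library mean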;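 also: RGS4 expression induced by doxycycline in cells with stable M3 receptor; B-score is computed from the integrated fluorescence ratio over baseline after carbachol; higher B-score means a larger calcium signal and so more RGS4 inhibition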
MrgX1 ag: agonists of human MrgX1 receptor, primary screen, HEK293 cells, Fluo-4 calcium flux. Mas-related G-protein coupled receptor member X1 (Homo sapiens), Q96LB2. Fluo-4 calcium fluorescence, agonist mode; active compounds read high. B-score at 10 µM. hit rate 0.44% among 310,000. AID 588627, 2011;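 active = calcium response B-score plate-corrected fluorescence ratio at least 3 library SD, with starting fluorescence B-score inside 5 SD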
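System – MrgX1-expressing HEK293 cells · Incubation – cells plated overnight, dye loaded 0.5 h 37 °C, 0.5 h room temperature · Technique – kinetic Fluo-4 NW fluorescence of intracellular calcium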
TRPC4 agonist: activators of mouse TRPC4 channel, primary screen, Fluo4 calcium, HEK293 TRPC4beta/mu-opioid cells; Fluo4 calcium fluorescence; active compounds read high; B-score at 10 µM; hit rate 0.49% among 310,000;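 active = B-score above 5 SD of library B-scores, and initial fluorescence ratio not above library mean plus 5 SD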;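 also: positive B-score marks a calcium rise read as TRPC4 activation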
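System: HEK293 cells stably co-expressing mouse TRPC4beta and mu-opioid receptor; Schedule: Fluo4 dye loading 45 min at room temperature, 110 s recording; Detection: Fluo4 fluorescence, kinetic; Evaluation: B-scored integrated calcium fluorescence ratio; Controls: buffer (low) and maximal DAMGO (high).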
TRPC6 inh: mouse TRPC6 channel inhibitors, primary screen, cell-based, HEK293, membrane potential dye; ACh-evoked depolarization; active compounds read low; hit rate 1.1% among 310,000; B-score at 10 µM; Short transient receptor potential channel 6 (Mus musculus), Q61143; AID 2553, 2010;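 active = B-score under library mean minus 3 SD, initial fluorescence not abnormally high, positive integrated signal ratio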;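 also: B-score derived from integrated fluorescence ratio over the kinetic read; more negative B-score means stronger inhibition of depolarization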
Target sequence (Q61143 whole entry, looked up): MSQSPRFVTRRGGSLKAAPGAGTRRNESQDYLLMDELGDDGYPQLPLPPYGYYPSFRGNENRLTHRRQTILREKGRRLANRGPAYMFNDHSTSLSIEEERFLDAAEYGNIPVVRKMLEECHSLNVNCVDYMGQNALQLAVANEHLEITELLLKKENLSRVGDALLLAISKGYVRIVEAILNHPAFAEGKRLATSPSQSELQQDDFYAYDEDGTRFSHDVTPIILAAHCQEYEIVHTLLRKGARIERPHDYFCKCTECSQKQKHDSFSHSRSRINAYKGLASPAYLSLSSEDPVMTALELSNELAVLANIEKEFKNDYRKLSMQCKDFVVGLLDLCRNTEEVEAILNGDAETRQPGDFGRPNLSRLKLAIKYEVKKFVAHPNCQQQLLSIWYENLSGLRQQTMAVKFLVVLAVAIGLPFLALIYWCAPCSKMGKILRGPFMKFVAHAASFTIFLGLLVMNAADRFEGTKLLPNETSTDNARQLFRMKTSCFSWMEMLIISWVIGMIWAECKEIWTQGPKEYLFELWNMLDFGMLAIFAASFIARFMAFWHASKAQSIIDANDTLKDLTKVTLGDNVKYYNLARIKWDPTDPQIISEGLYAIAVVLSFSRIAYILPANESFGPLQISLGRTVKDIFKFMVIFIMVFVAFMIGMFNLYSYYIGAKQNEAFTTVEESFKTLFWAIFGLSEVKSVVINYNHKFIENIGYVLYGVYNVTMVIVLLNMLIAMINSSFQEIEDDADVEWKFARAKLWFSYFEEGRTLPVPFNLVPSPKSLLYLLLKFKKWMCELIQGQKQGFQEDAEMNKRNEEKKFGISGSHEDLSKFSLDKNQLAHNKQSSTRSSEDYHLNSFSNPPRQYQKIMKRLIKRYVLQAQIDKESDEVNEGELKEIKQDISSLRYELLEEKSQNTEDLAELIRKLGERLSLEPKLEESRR
TRPC4 block: inhibitors of mouse TRPC4 channel, primary screen, Fluo4 calcium, HEK293 TRPC4beta/mu-opioid cells; DAMGO-evoked Fluo4 calcium flux; active compounds read low; B-score at 10 µM; hit rate 0.39% among 300,000; AID 2247, 2010;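 active = B-score over 3 SD under the library average, no early fluorescence shift, positive overall ratio signal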
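Material: HEK293 cells with stable TRPC4beta plus mu-opioid receptor expression; probe or stimulus: DAMGO in two steps, submaximal then maximal; technique: Fluo4 calcium fluorescence by kinetic imaging, 5 s 1 Hz baseline; measure: integrated fluorescence ratio relative to baseline, converted to per-well B score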
MrgX1 antag: antagonists of human MrgX1 receptor, primary screen, HEK293 cells, Fluo-4 calcium flux; Mas-related G-protein coupled receptor member X1 (Homo sapiens), Q96LB2; BAM8-22 antagonism; active compounds read low; B-score at 10 µM; hit rate 1.3% among 310,000;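 active = calcium-response B-score plate-corrected more than 3 library SD below zero, starting fluorescence within 5 deviations, no agonist response on first addition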;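 also: peak minus trough fluorescence over baseline after final BAM8-22 challenge near maximal dose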
TRPC4 potent: positive allosteric modulators of TRPC4, primary screen, cell-based, mouse TRPC4beta, HEK293 mu-opioid, Fluo-4 calcium; hit rate 0.42% among 310,000; DAMGO EC20, Fluo-4 Ca2+ flux; active compounds read high; B-score at 10 µM; Short transient receptor potential channel 4 (Mus musculus), Q9QUQ5; AID 2227, 2009;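 active = B-score of calcium response area above 5 SD of library B-scores, with initial fluorescence ratio within 5 SD of library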;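 also: B-score of integrated fluorescence ratio over time as area under calcium response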
ANO1 activ: TMEM16A chloride channel activators or potentiators, primary screen, cell-based, HTS; Anoctamin-1 (Mus musculus), Q8BHY3; HEK293 TMEM16A/YFP-H148Q/I152L, iodide quench fluorescence; active compounds read low; B-score at 10 µM; hit rate 0.3% among 340,000; AID 623877, 2012;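 active = fluorescence-ratio B-score plate-corrected deviation score at least 3 library SD below zero, with starting fluorescence score within 5 deviations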;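 also: channel opened by trigger with iodide after compound preincubation; score built on the fluorescence ratio of max minus min over baseline; more negative score means more quench and so TMEM16A activation or potentiation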
TRPC6 act: mouse TRPC6 channel activators, primary screen, cell-based, HEK293, membrane potential dye; hit rate 0.13% among 310,000; HEK293-TRPC6 membrane potential dye fluorescence; active compounds read high; AID 2550, 2010; Short transient receptor potential channel 6 (Mus musculus), Q61143; B-score at 10 µM;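 active = B-score of the integrated fluorescence ratio above library mean plus 3 SD, and starting fluorescence ratio within library mean plus 5 SD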;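 also: higher score means more depolarization so channel activation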
MrgX1 PAM: positive allosteric modulators of MrgX1, primary screen, HEK293 cells, Fluo-4 calcium flux; FDSS; active compounds read high; B-score at 10 µM; hit rate 0.63% among 310,000;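 active = plate-corrected calcium response at least 3 library SD above typical, normal starting fluorescence, not activating the receptor alone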;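 also: compound read alongside a low EC10 to EC30 dose of BAM8-22 agonist; peak minus trough fluorescence over baseline measured at the second addition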
* marks the source's active call; other numbers are inactive results; i = inactive; x = not tested or not shown.

SMILES | TMEM16A inh | RGS4 block | MrgX1 ag | TRPC4 agonist | TRPC6 inh | TRPC4 block | MrgX1 antag | TRPC4 potent | ANO1 activ | TRPC6 act | MrgX1 PAM
CC1(C)CC(=O)C=C(NCCN2CCN(C(=O)Nc3ccc(Cl)c(Cl)c3)CC2)C1 | i | i | i | i | i | i | i | i | i | i | i
O=C(O)c1cccc([N+](=O)[O-])c1C(=O)Nc1nc2ccccc2s1 | i | i | i | i | i | i | i | i | i | i | i
CCOC(=O)C1=C(C)NC(=O)NC1c1ccc([N+](=O)[O-])o1 (stereo not given) | i | i | i | i | i | i | i | i | i | i | i
O=C(CC1CCCCC1)NCC1CCCO1 (stereo not given) | i | i | i | i | i | i | i | i | i | i | i
CC(C)CN1C(=S)SC(C)(C)C1n1oc(=O)n(-c2ccccc2)c1=O (stereo not given) | i | i | i | i | i | i | i | i | i | i | i
CSc1ccc(Cl)c(C(=O)NCc2ccco2)c1 | i | i | i | i | i | i | i | i | i | i | i
Cc1ccc(CNC(=O)C(=O)NCC2CCCO2)cc1 (stereo not given) | i | i | i | i | i | i | i | i | i | i | i
COc1ccc(C(=O)c2coc3ccc(O)c(CN(C)C)c23)cc1 | i | i | i | i | -5.26* | i | i | i | i | i | i
O=C(Nc1ccc(Br)cc1)N1CCCCCC1 | i | i | i | i | i | i | i | i | i | i | i
N#Cc1c(Cl)nc2c(c1C#N)CCCC2 | i | i | i | i | i | i | i | i | i | i | i
Cc1coc2cc3oc(=O)c(CCC(=O)NC4CC4)c(C)c3cc12 | i | i | i | i | i | i | i | i | i | i | 9.37*
COc1ccc(-n2c(NC(=O)c3ccco3)c(C#N)c3nc4ccccc4nc32)cc1 | i | i | i | i | i | i | i | i | i | i | 7.11*
COc1ccc(C)cc1NC(=O)NC1CCN(Cc2ccccc2)CC1 | i | i | i | i | i | i | i | i | i | i | i
CCSc1n[nH]c2nc3c(c(=O)n12)C1(CCCC1)Cc1ccccc1-3 | i | i | i | i | i | i | i | i | i | i | i
COc1ccccc1N(CC(=O)Nc1ccccc1C)S(C)(=O)=O | i | i | i | i | i | i | i | i | i | i | i
O=C1c2ccccc2-c2cccnc21 | i | i | i | i | i | i | i | i | i | i | i
CCCCNC(=S)N1CCn2cccc2C1c1ccccc1 (stereo not given) | i | i | i | i | i | i | i | i | i | i | i
O=C(N/N=C/c1sc2ccccc2c1O)c1cccc2ccccc12 | i | i | i | 45* | i | i | -4.83* | i | i | 22.4* | i
CCCNC(=O)c1nnsc1S(=O)c1ccc(Cl)cc1 (stereo not given) | x | 7.2* | x | i | i | -6* | x | i | i | i | x
CCc1c(C)nc(SCc2ccccn2)[nH]c1=O | i | i | i | i | i | i | i | i | i | i | i
C=CCn1c(=O)c2ccccc2n2c(SCC(=O)NC(C)C)nnc12 | x | i | x | i | i | i | x | i | i | i | x
N#C/C(=N\O)c1nc2ccccc2s1 | i | i | i | i | i | i | i | i | i | i | i
Cc1ccc2cc(CN(Cc3ccco3)C(=S)NCC3CCCO3)c(=O)[nH]c2c1 (stereo not given) | i | i | i | i | i | i | i | i | i | i | i
Cn1cc([N+](=O)[O-])c(C(=O)Nc2cnn(Cc3ccc(F)cc3)c2)n1 | i | i | i | i | i | i | i | i | i | i | i
CC(C(=O)c1ccc(-c2ccccc2)cc1)[n+]1ccccc1 (stereo not given) | i | i | i | i | i | i | i | i | i | i | i
COC(=O)c1ccc(/C=N/n2cnnc2)cc1 | i | i | i | i | i | i | i | i | i | i | i
COc1ccccc1CN1CC(C(=O)N(C)CCCn2nc(C)cc2C)CCC1=O (stereo not given) | i | i | i | i | i | i | i | i | i | i | i
COc1ccc(OCc2cc(C(=O)N3C[C@H]4CC[C@H]3C4)no2)c(Cl)c1 | i | i | i | i | i | i | i | i | i | i | i
COc1ccc(NC(=O)c2cn(CCC#N)nc2-c2cc3ccccc3o2)cc1 | i | i | i | i | i | i | i | i | i | i | i
Cc1cc(=O)oc2cc(OCC(=O)c3ccc4c(c3)NC(=O)CO4)ccc12 | i | i | i | i | i | i | i | i | i | i | i
COc1cc(Cl)cc(NC(=O)CCN2CCN(C)CC2)c1 | i | i | i | i | i | i | i | i | i | i | i
CN(CC(=O)Nc1cccnc1)S(=O)(=O)c1ccc(Br)cc1 | i | i | i | i | i | i | i | i | i | i | i
CCOC(=O)c1c(C)nc2c(c1-c1ccccc1)C(=O)CCC2 | i | i | i | i | i | i | i | i | i | i | i
COc1ccc(CCC(=O)NNC(=O)Nc2ccc(C(C)=O)cc2)cc1 | i | i | i | i | i | i | i | i | i | i | i
CC(/C=C/c1ccco1)=N\NC(=O)COc1ccc(C)c(C)c1 | i | i | i | i | i | i | i | i | i | i | i
CCN(CC)S(=O)(=O)c1ccc(S(=O)(=O)Nc2ccc3c(c2)oc2ccccc23)cc1 | i | i | i | i | i | i | i | i | i | i | i
O=C(CCl)NCc1cc(-c2ccc(Cl)cc2)no1 | i | i | i | i | i | i | i | i | i | i | i
COc1ccc(Cl)cc1NC(=O)NCCN1CCCCC1 | i | i | i | i | i | i | i | i | i | i | i
O=C(CN1CCOc2ccccc21)NC1CC1 | i | i | i | i | i | i | i | i | i | i | i
Cc1sc2ncnc(N3CCC(C(=O)NNC(=O)COc4ccccc4F)CC3)c2c1C | i | i | i | i | i | i | i | i | i | i | i
CC(=O)Nc1ccc(S(=O)(=O)Nc2cc3c(cc2C(C)=O)OCO3)cc1 | i | i | i | i | i | i | i | i | i | i | i
COCc1cc(=O)[nH]c2cc(NC(=O)C(F)(F)F)c(C)cc12 | i | i | i | i | i | i | i | i | i | i | i
CCN(CC)C(=O)C1CCN(S(=O)(=O)c2ccc(C3CNC(=O)C3)cc2)CC1 (stereo not given) | i | i | i | i | i | i | i | i | i | i | i
Cc1cccc2c(CC(=O)O)noc12 | i | i | i | i | i | i | i | i | i | i | i
Clc1ccccc1-c1ccc(/C=N/Nc2nncc(-c3ccccc3)n2)o1 | i | i | i | i | i | i | i | i | i | i | i
COCCSc1ccccc1C(=O)Nc1cccnc1 | i | i | i | i | i | i | i | i | i | i | i
COc1cccc(-c2nnc(SCC(=O)N3CCOCC3)o2)c1 | i | i | i | i | i | i | i | i | i | i | i
O=C(CCCCCn1c(=S)[nH]c2ccc(N3CCOCC3)cc2c1=O)NCc1ccc(Cl)cc1 | i | i | i | i | i | i | i | i | i | i | i
COc1cccc(OCCn2cc(/C=N/NC(=O)c3ccncc3)c3ccccc32)c1 | i | i | i | i | i | i | i | i | i | i | i
CC(Oc1ccc(Cl)cc1Cl)C(=O)NC1CCSC1=O (stereo not given) | i | i | i | i | i | i | i | i | i | i | i
Nc1cccc(C(=O)OCC(=O)NC2CCCc3ccccc32)c1 (stereo not given) | i | i | i | i | i | i | i | i | i | i | i
CCOC(=O)c1sc(N)c(C(N)=O)c1C | i | i | i | i | i | i | i | i | i | i | i
Cc1ccc(S(=O)(=O)N(C)C)cc1NC(=O)COC(=O)CC1CCCC1 | i | i | i | i | i | i | i | i | i | i | i
CCN1N=C(c2ccccc2)Cn2c1nc1ccccc12 | i | i | i | i | i | i | i | i | i | i | i
O=CN1c2ccccc2CSc2ccccc21 | i | i | i | i | i | i | i | i | i | i | i
CCN(CC)Cc1cc(C(C)=O)ccc1OCC(C)C | i | i | i | i | i | i | i | i | i | i | i
Cc1ccc(-c2nnc(Nc3ccc4c(c3)nc(C)n4C)c3ccccc23)cc1 | i | i | i | i | i | i | i | i | i | i | i
Cc1cc(=O)oc2cc(OCC(=O)NC3CCN(Cc4ccccc4)CC3)ccc12 | i | i | i | i | i | i | i | i | i | i | i
CC1(C)CC2CC(C)(CN2C(=O)COC(=O)c2ccc(Cl)c(N)c2)C1 (stereo not given) | i | i | i | i | i | i | i | i | i | i | i
CNC(=O)c1ccc(=O)n(Cc2cccc(C(F)(F)F)c2)c1 | i | i | i | i | i | i | i | i | i | i | i

(more compounds)
SMILES | TMEM16A inh | RGS4 block | MrgX1 ag | TRPC4 agonist | TRPC6 inh | TRPC4 block | MrgX1 antag | TRPC4 potent | ANO1 activ | TRPC6 act | MrgX1 PAM
CCc1ccc(NC(=O)C2CCN(S(C)(=O)=O)CC2)cc1 | i | i | i | i | i | i | i | i | i | i | i
FC(F)(F)c1cccc(NC(=S)NNC(=S)Nc2ccc(Cl)cc2)c1 | i | i | i | i | i | i | i | i | x | i | i
O=C(COc1ccc(-c2ccccc2)cc1)N1CCCC1 | i | i | i | i | i | i | i | i | i | i | i
N#C/C(=C\c1cccc(OCC(=O)O)c1)c1nc2ccccc2[nH]1 | i | i | i | i | i | i | i | i | i | i | i
Cn1c(=O)cc(C(=O)N/N=C/c2ccc(F)cc2)[nH]c1=O | i | i | i | i | i | i | i | i | i | i | i
CCOc1c(OC)cccc1C1CC(=O)Nc2cc(OC)c(OC)cc21 (stereo not given) | i | i | i | i | i | i | i | i | i | i | i
Nc1nc(SCC(=O)O)[nH]c(=O)c1NC(=O)c1ccco1 | i | i | i | i | i | i | i | i | i | i | i
COc1ccc(CNC(=O)Nc2cc(C)cc(C)c2)cc1 | i | i | i | i | i | i | i | i | i | i | i
CC(C)C(=O)Nc1ncc(Cc2ccc(Cl)cc2)s1 | i | i | i | i | i | i | i | i | i | i | i
